Rac1 GTP hydrolysis: MgcRacGAP GTPase-activating activity inhibitors, confirmation, biochemical, ADP Hunter fluorescence | Rac GTPase-activating protein 1 (Homo sapiens) | MgcRacGAP-stimulated Rac1 GTP hydrolysis, ADP Hunter fluorescence; higher % means a stronger effect; GST-tagged Rac1 F28L mutant substrate | one-dose inhibition, % at 30 µM; IC50 in µM for titrated hits | 340,000 tested, 0.6% active;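 active = first-screen hits whose inhibition reached a set limit at any dose in the follow-up dose series; inconclusive = inhibition above the set first-screen limit but never retested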;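 note: fluorescence reports GDP produced by GAP-driven GTP hydrolysis; strong numbers were not always called active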
GPR55 antagonists: GPR55 antagonists blocking LPI-driven arrestin recruitment, primary screen, imaging, U2OS, beta-arrestin-GFP, LPI agonist (AID 2013). G-protein coupled receptor 55 (Homo sapiens). one-dose inhibition, % at 10 µM; IC50 in µM for titrated hits. U2OS GPR55 beta-arrestin-GFP translocation imaging, LPI antagonism; higher % means a stronger effect. 290,000 tested, 0.13% active;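 active = spots per cell inhibited over 60%, with over 100 cells counted and total cytoplasm intensity under 500,000; inconclusive = wells with under 100 cells, flagged as likely toxic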;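 note: U2OS cells stably carrying GPR55 and arrestin-GFP stimulated by 5 µM LPI near EC80; imaged beta-arrestin-GFP aggregate spots per cell after agonist stimulation; plate controls were LPI-stimulated DMSO wells for no effect and DMSO wells without LPI for full effect; some results filed as inactive read as strong as hits; confirmed hits need IC50 under 10 µM and bright autofluorescent wells are also inconclusive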
NTR1 ag: agonists of NTR1, primary screen, imaging, U2OS cells, beta-arrestin-GFP, high content (AID 493036); 330,000 tested, 0.17% active; activation, % at 20 µM; Neurotensin receptor type 1 (Homo sapiens), P30989; NTR1-U2OS beta-arrestin-GFP spot imaging, agonist mode;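 active = activation at or above 40% of the spot to cytoplasm intensity ratio, with at least 20 cells analyzed; inconclusive = wells under 20 cells, flagged as cytotoxic or low count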;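 note: 0% = DMSO without peptide and 100% = 100 nM NTR1 peptide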
Target sequence (P30989 whole entry, looked up): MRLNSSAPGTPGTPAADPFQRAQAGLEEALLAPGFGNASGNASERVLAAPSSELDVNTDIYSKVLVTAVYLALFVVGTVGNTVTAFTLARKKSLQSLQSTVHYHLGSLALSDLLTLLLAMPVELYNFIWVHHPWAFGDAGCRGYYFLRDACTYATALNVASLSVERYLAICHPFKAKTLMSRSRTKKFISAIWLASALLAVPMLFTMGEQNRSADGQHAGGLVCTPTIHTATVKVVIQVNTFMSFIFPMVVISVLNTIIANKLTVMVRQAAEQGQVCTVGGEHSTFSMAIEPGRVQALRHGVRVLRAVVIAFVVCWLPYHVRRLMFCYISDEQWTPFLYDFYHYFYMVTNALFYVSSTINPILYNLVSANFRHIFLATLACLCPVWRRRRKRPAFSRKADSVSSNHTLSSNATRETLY
Hep lipid drop: inhibitors of hepatocyte lipid droplet formation, primary screen, imaging, high-throughput imaging, BODIPY stain | inhibition, % at 6.5 µM | 240,000 tested, 0.4% active | AID 1656, 2009 | AML12 mouse hepatocytes, oleate lipid droplets;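 active = lipid droplet intensity inhibited by at least 50%, with more than 500 cells counted; inconclusive = wells with under 300 cells, treated as cytotoxic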
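material = mouse AML12 hepatocyte cell line, fixed after treatment | also added = 100 µM oleic acid challenge | doses = compound at 6.5 µM only | schedule = overnight exposure | technique = Image-based BODIPY and DAPI two-channel analysis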
T cell modulator: modulators of CD8 T cell-vesicle binding, primary screen, mouse 2C CD8+ T cells, flow cytometry | calls only at 7 µM | AID 2052, 2009 | 2C CD8+ T cell-vesicle binding; stronger effect = lower value | 330,000 tested, 0.068% active;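 active = response, share of CD8 T cells binding vesicles, and their 90th percentile fluorescence all below set limits, cut at about 80% in these data, passing the limit was not always enough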
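Assay system – 2C mouse CD8+ T cells · Also added – QL9-loaded Drosophila micro-vesicles · Timing – Cell–vesicle co-incubation 1.5 h at 37 °C, staining 20 min on ice · Signal – flow cytometry of vesicle-bound cells · Measure – percent CD8+ FL2 mean versus row control · Controls – Peptide-free naked vesicles (low) and QL9 vesicles with 0.7% DMSO vehicle (high)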
SV40 large T antigen: SV40 large T antigen inhibitors, biochemical (AID 1903) | SV40 large T antigen ATPase/helicase inhibition assay; higher % means a stronger effect | 310,000 tested, 0.39% active | inhibition, % at 20 µM, or IC50 in µM where a hit was titrated; in the data active = a potency from the dose series; inconclusive = inhibition mostly from about 32% at the one dose, without a potency; inactive = the rest, 99 in 100 with inhibition below about 32%; note: strong numbers were not always called active
GPR55 activation: GPR55 agonists via beta-arrestin recruitment, primary screen, imaging, U2OS cells, beta-arrestin-GFP redistribution (AID 1961). U2OS GPR55 beta-arrestin-GFP redistribution imaging; higher % means a stronger effect. activation, % at 10 µM, or EC50 in µM where a hit was titrated. 290,000 tested, 0.048% active;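 active = activation above 40% with more than 50 cells counted in the well; inconclusive = wells holding fewer than 50 cells, flagged as toxic or sparse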;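 note: U2OS osteosarcoma cells stably expressing GPR55 and beta-arrestin-GFP; plate controls were DMSO negative control for no effect and LPI positive control for full effect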
LYP phosphatase: inhibitors of LYP phosphatase, biochemical, fluorescence intensity, uHTS (AID 1779); inhibition, % at 11.5 µM; hits with a dose series show IC50 in µM; recombinant LYP phosphatase, fluorescence intensity; higher % means a stronger effect; Tyrosine-protein phosphatase non-receptor type 22 (Homo sapiens); 290,000 tested, 0.054% active; in the data active = inhibition above about 50%;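 note: plate controls were vehicle with enzyme for no effect and no enzyme for full effect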
GPR35 arrestin U2OS: GPR35 antagonists blocking zaprinast-driven arrestin recruitment, primary screen, imaging, U2OS, beta-arrestin-GFP, zaprinast agonist (AID 2058); one-dose inhibition, % at 10 µM; IC50 in µM for titrated hits; 290,000 tested, 0.052% active; G-protein coupled receptor 35 (Homo sapiens); U2OS GPR35 beta-arrestin-GFP translocation imaging, zaprinast antagonism; higher % means a stronger effect;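 active = inhibition of at least 50% with at least 30 cells and total cytoplasm GFP at most 10,000,000; inconclusive = under 30 cells or total GFP of 10,000,000 plus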
Hep lipid drop cells 6.5 µM: also measured in Hep lipid drop; calls as there; cell count; measured here: cell count, cytotoxicity flag;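 cells counted across two imaged fields per well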
T cell modulator vesicle-bound %: recorded beside T cell modulator, whose call it bears; double positive events, %; measured here: CD8+ vesicle-bound cell fraction;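 binding gate set so that unloaded-vesicle control wells show 10% double positive cells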
NTR1 ag cell count 20 µM: recorded beside NTR1 ag, whose call it bears; cell count; measured here: cell count, cytotoxicity flag
Numbers without * were called inactive; i = inactive; u = inconclusive; x = no result given.

| structure | GPR55 antagonists | LYP phosphatase | GPR35 arrestin U2OS | Rac1 GTP hydrolysis | NTR1 ag | T cell modulator vesicle-bound % | Hep lipid drop cells 6.5 µM | T cell modulator | NTR1 ag cell count 20 µM | GPR55 activation | Hep lipid drop | SV40 large T antigen |
| --- | --- | --- | --- | --- | --- | --- | --- | --- | --- | --- | --- | --- |
| Cc1c(NC(=O)C(C)OC(=O)c2c3c(nc4ccccc24)CCC(C)C3)c(=O)n(-c2ccccc2)n1C (stereo not given) | x | x | x | 2% | 1.4 | 20 | x | i | 59 | x | x | 27% |
| C=CCOc1ccc(/C=N/NC(=O)C2CCCC2)cc1OCC | 8% | 0% | -13% | 8% | 0.5 | 58 | 873 | i | 78 | -0.1% | 1 | 14% |
| COc1ccc(N2CCN(C(=O)c3csc4ccccc34)CC2)cc1 | 21% | -9% | 17% | 14% | -1.7 | 18 | x | i | 67 | -0.1% | x | 12% |
| O=C(CCC(=O)N1CCc2ccccc2C1)NCCc1ccc(Cl)cc1 | 0% | -11% | -2% | 3% | 2.5 | 52 | 784 | i | 52 | 0.4% | -2 | 3% |
| OCCSc1c(F)c(SCCO)c(SCCO)c(F)c1SCCO | 17% | -3% | 0% | -2% | 0.6 | 19 | 734 | i | 83 | -0.2% | 6 | 14% |
| CCCCN(CC)C(=O)CSc1nc2ccccc2c(=O)n1CC1COc2ccccc2O1 (stereo not given) | 14% | -6% | -17% | 12% | 3.7 | 16 | x | i | 76 | 0.1% | x | -8% |
| O=C(NCc1cccnc1)c1ccc(COc2ccccc2Br)o1 | 9% | -4% | -10% | 2% | -0.2 | 13 | 626 | i | 38 | 0.0% | -3 | 6% |
| NC(=O)CSc1nnnn1CC(CC(=O)O)c1ccccc1 (stereo not given) | 10% | -6% | 8% | -2% | 2.9 | 23 | 704 | i | 90 | 0.4% | 4 | -9% |
| CC(=O)c1cn(N(C)c2ncc(C(F)(F)F)cc2Cl)c(=O)[nH]c1=O | -1% | 0% | -3% | x | -1.5 | 42 | 716 | i | 99 | -0.5% | -4 | 17% |
| Cn1c(=O)[nH]c(=O)c2c1nc(N/N=C/c1ccncc1)n2Cc1ccc(Cl)cc1 | 0% | 5% | -6% | x | 0.5 | 32 | x | i | 37 | -0.1% | x | 10% |
| CCCSC1=C(C#N)C(c2ccccc2OCC)CC(=O)N1 (stereo not given) | 2% | -1% | -19% | -7% | -0.4 | 24 | 622 | i | 78 | -0.1% | -12 | 16% |
| CC(=O)c1cccc(N(C(=O)CNC(=O)c2ccco2)C(C(=O)NC2CCCC2)c2ccco2)c1 (stereo not given) | 11% | -6% | 2% | 0% | -0.9 | 33 | 789 | i | 48 | -0.2% | -11 | 3% |
| COc1ccccc1NC(=O)Cn1c(=O)c(N(C)C)c(N)n(C)c1=O | 7% | -6% | -11% | 1% | 0.1 | 51 | 718 | i | 48 | 0.1% | -1 | 4% |
| Cc1ccc(-n2c(=O)c3c4c(sc3n3c(=S)[nH]nc23)CCC4)cc1 | -5% | -3% | 3% | x | 1.6 | 22 | 697 | i | 34 | 0.1% | -1 | 31µM* |
| O=C(CSc1nnc(Cc2ccccc2)o1)c1ccc2c(c1)OCO2 | x | x | x | 3% | 1.3 | 28 | x | i | 71 | x | x | 6% |

Three consecutive compounds out of the list so far:
| structure | GPR55 antagonists | LYP phosphatase | GPR35 arrestin U2OS | Rac1 GTP hydrolysis | NTR1 ag | T cell modulator vesicle-bound % | Hep lipid drop cells 6.5 µM | T cell modulator | NTR1 ag cell count 20 µM | GPR55 activation | Hep lipid drop | SV40 large T antigen |
| --- | --- | --- | --- | --- | --- | --- | --- | --- | --- | --- | --- | --- |
| Cc1c(NC(=O)C(C)OC(=O)c2c3c(nc4ccccc24)CCC(C)C3)c(=O)n(-c2ccccc2)n1C (stereo not given) | x | x | x | 2% | 1.4 | 20 | x | i | 59 | x | x | 27% |
| C=CCOc1ccc(/C=N/NC(=O)C2CCCC2)cc1OCC | 8% | 0% | -13% | 8% | 0.5 | 58 | 873 | i | 78 | -0.1% | 1 | 14% |
| COc1ccc(N2CCN(C(=O)c3csc4ccccc34)CC2)cc1 | 21% | -9% | 17% | 14% | -1.7 | 18 | x | i | 67 | -0.1% | x | 12% |

Next part.
| structure | GPR55 antagonists | LYP phosphatase | GPR35 arrestin U2OS | Rac1 GTP hydrolysis | NTR1 ag | T cell modulator vesicle-bound % | Hep lipid drop cells 6.5 µM | T cell modulator | NTR1 ag cell count 20 µM | GPR55 activation | Hep lipid drop | SV40 large T antigen |
| --- | --- | --- | --- | --- | --- | --- | --- | --- | --- | --- | --- | --- |
| COc1ccc(N(C(=O)C(C)C)S(=O)(=O)c2cccs2)cc1 | 13% | 1% | -2% | -9% | -1.1 | 46 | 800 | i | 79 | -0.1% | 4 | 2% |
| Cc1nn(Cc2ccccc2)c(Cl)c1C(=O)OCC(=O)NC(=O)NC12CC3CC(CC(C3)C1)C2 | 11% | 9% | 4% | 3% | 9.7 | 8 | 684 | i | 56 | 0.1% | 4 | 7% |
| CCNc1c(NS(=O)(=O)c2ccc(OC)cc2)c(=O)oc2ccccc12 | 2% | -9% | -6% | 6% | -0.4 | 30 | 789 | i | 51 | 0.2% | 1 | 10% |
| COC(=O)C1=C(C)N(C)C(=O)NC1c1cccc2ccccc12 (stereo not given) | -8% | -5% | 14% | 10% | 0.7 | 59 | 806 | i | 60 | -0.1% | -1 | 17% |
| O=C(COC(=O)CCSc1ccc(Cl)cc1)NCc1ccccc1 | 9% | -7% | 0% | 6% | -1.8 | 12 | 652 | i | 70 | 0.6% | 10 | -8% |
| O=C(/C=C/c1cccc(Br)c1)N1CCN(c2ccccn2)CC1 | 9% | -2% | -1% | 3% | 3.7 | 20 | 708 | i | 44 | 0.0% | 14 | 13% |
| CN(Cc1c(C(=O)N/N=C/c2cccc(F)c2)nnn1-c1nonc1N)c1ccccc1 | -1% | -3% | 8% | 5% | 5.0 | 3 | 720 | i | 51 | -0.2% | -27 | 12% |
| CC(NS(=O)(=O)c1ccc(Br)cc1)C(c1cccs1)N1CCOCC1 (stereo not given) | 0% | -2% | 2% | 9% | -1.5 | 24 | 691 | i | 61 | 0.6% | -17 | 0% |
| COc1cccc(/C=N/N2CCN(C)CC2)c1 | 12% | -6% | -5% | 6% | -1.4 | 45 | 601 | i | 57 | 0.0% | 6 | 2% |
| O=C(COC(=O)CCc1ccccc1)Nc1ccc(F)cc1Cl | -15% | -3% | 8% | 4% | 1.1 | 22 | x | i | 47 | -0.1% | u | 5% |
| CC(C)(C)NC(=O)C1CN(S(=O)(=O)c2ccccc2)CCN1S(=O)(=O)c1ccccc1 (stereo not given) | 9% | -3% | 1% | 2% | -0.9 | 37 | x | i | 41 | -1.0% | x | 6% |
| Cc1cc(NC(=O)C2CC(c3ccc(F)cc3)=NO2)no1 (stereo not given) | 8% | -8% | 3% | 6% | 1.7 | 26 | x | i | 61 | 0.3% | x | -2% |
| CCN1CCN(CCCNC(=O)Cn2nc(C)n3nc(-c4ccccc4)cc3c2=O)CC1 | 2% | 2% | 3% | -3% | 0.7 | 24 | 731 | i | 55 | 0.3% | 4 | 4% |
| O=C1C(c2ccncc2)N(CCC2=CCCCC2)C(=O)CN1C1CCCCC1 (stereo not given) | 29% | -5% | 6% | -11% | 0.5 | 24 | x | i | 75 | -0.1% | x | -3% |
| CC(C)(C)n1nc2c(c1NC(=O)c1ccc(C(F)(F)F)cc1)CS(=O)(=O)C2 | 13% | -7% | 3% | 4% | 0.3 | 21 | 554 | i | 49 | -0.1% | -20 | 10% |
| Cc1ccc(Nc2nc(-c3sc(NC(=O)c4ccccc4)nc3C)cs2)cc1 | 9% | -6% | 18% | 6% | -1.0 | x | x | x | 106 | 0.0% | x | 7% |
| CCOC(=O)c1cnc2c(ccc3ccccc32)c1NCCO | 9% | -2% | 4% | 15% | 6.7 | 39 | 758 | i | 47 | -0.3% | 21 | 13% |
| CN(CC(=O)Nc1ccc(Cl)cc1)CC(=O)Nc1cccc(Br)c1 | -17% | -6% | -1% | 5% | 0.5 | 37 | 791 | i | 49 | -0.3% | -12 | 7% |
| CN(C)CCCn1c2c(c(SCC(=O)Nc3cccc4ccccc34)nc1=O)CCC2 | x | x | x | 6% | -0.4 | 29 | x | i | 57 | x | x | 10% |
| Cc1ccc(C)c(OCc2cc(C(=O)N3CCN(c4ccccc4C)CC3C)no2)c1 (stereo not given) | 8% | -5% | 3% | -8% | 4.7 | 67 | 805 | i | 53 | -0.1% | -11 | 13% |
| CC(c1ccccc1)N1CCn2c(nc3cc(NS(C)(=O)=O)ccc32)C1 (stereo not given) | -6% | 1% | -12% | 3% | 2.5 | 32 | 653 | i | 35 | 0.4% | 13 | 9% |
| Cc1csc(NC(=O)c2ccc(C(=O)Nc3nc(C)cs3)cc2)n1 | 2% | -6% | 1% | x | 2.2 | 12 | 698 | i | 106 | 0.2% | 1 | 0% |
| CC1CCN(C(=O)Cn2c(=O)n(CCc3ccccc3)c(=O)c3ccccc32)CC1 | 6% | 3% | 10% | 5% | -0.2 | 41 | 717 | i | 52 | 0.0% | 1 | 5% |
| c1nc(N2CCCCCC2)c2[nH]cnc2n1 | 4% | -3% | 10% | 3% | -0.1 | 31 | 692 | i | 53 | -0.2% | 4 | 13% |
| Cc1ccc(CSc2nc3nc(C)cc(C)n3n2)cc1 | 10% | -5% | -9% | 5% | 0.2 | 57 | 819 | i | 45 | -0.1% | -5 | 9% |
| CCOC(=O)C1CCCN(c2ncnc3c2oc2ccccc23)C1 (stereo not given) | -10% | -3% | 10% | 13% | 4.2 | 21 | x | i | 34 | -0.2% | x | -1% |

Rows are unselected; about 1.8% have a hit in one of these screens.
